TRPML3 agonist = human TRPML3 channel agonists, primary screen, cell-based, HEK293 TRPML3-YFP, Fluo-8 calcium fluorescence, 3 µM; Mucolipin-3 (Homo sapiens), Q8TDD5; 100% = the carbachol control signal; activation, % at 3 µM; 0.29% of 220,000 active; AID 1448, 2008;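 active = activation above its plate's cutoff, the mean activation of the plate's test wells plus 3 SD, cut at about 12% in these data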;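 note: 0% = DMSO only wells and 100% = carbachol wells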
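Test system: HEK293 cells stably carrying human TRPML3-YFP; Doses: single dose, 3 µM final nominal compound, 0.3% DMSO final; Schedule: dye loading 1 h 37 °C then 30 min ambient, 125 s read; Technique: Fluo-8 calcium fluorescence; Benchmarks: high control carbachol 87 µM, low control DMSO.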
Ba/F3 V617F tox = reduced viability of JAK2V617F-dependent Ba/F3 cells, primary screen, JAK2V617F inhibitor project, cell-based, Ba/F3 EpoR-JAK2V617F, luminescence; ATP luminescence; inhibition, % at 5.6 µM; 1.1% of 220,000 active; AID 1446, 2008;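 active = inhibition above the campaign mean plus 3 SD over all tested compounds, cut at about 24% in these data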;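 note: cytokine-independent growth of Ba/F3 cells driven by EpoR plus mutant JAK2; 0% = DMSO-treated cells and 100% = JAK inhibitor I control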
S1P4 agonist = S1P4 receptor agonists, primary screen, cell-based; Sphingosine 1-phosphate receptor 4 (Homo sapiens), O95977; S1P4-expressing cell line, agonist reporter assay; activation, % at 4.98 µM; 0.35% of 220,000 active; in the data active = activation above about 11%;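 note: 0% = DMSO vehicle and 100% = reference agonist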
Target sequence (O95977 whole entry, looked up): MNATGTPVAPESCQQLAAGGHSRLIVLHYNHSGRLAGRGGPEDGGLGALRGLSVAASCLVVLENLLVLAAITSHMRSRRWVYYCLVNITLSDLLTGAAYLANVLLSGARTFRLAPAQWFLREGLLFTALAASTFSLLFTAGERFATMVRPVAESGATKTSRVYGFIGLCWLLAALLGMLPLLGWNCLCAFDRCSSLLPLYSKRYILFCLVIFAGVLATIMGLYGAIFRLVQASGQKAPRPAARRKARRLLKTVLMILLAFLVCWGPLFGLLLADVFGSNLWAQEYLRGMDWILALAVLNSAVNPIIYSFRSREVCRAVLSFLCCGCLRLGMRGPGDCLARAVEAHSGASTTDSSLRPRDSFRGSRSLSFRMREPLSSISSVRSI
BaF3 tox = parental Ba/F3 cell viability inhibition, counter-screen for JAK2V617F inhibitor project, murine pro-B, CellTiter-Glo luminescence | CellTiter-Glo ATP luminescence | 1.1% of 220,000 active | AID 1486, 2009 | inhibition, % at 5.6 µM;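 active = inhibition above a per-campaign cutoff, the mean inhibition of all tested compounds plus 3 SD, cut at about 27% in these data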;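 note: 0% = DMSO wells and 100% = JAK Inhibitor I control wells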
zfTRPN1 agonist = zebrafish TRPN1 channel agonists, primary screen, cell-based, HEK293, calcium fluorescence; 0.18% of 220,000 active; activation, % at 3 µM; HEK293 zebrafish TRPN1-YFP, Fluo-8 calcium fluorescence; 100% = response to 87 µM carbachol;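 active = activation above its plate's cutoff, the mean activation of test wells on that plate plus 3 SD, cut at about 19% in these data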;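 note: 0% = DMSO alone and 100% = 87 µM carbachol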
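Material: zebrafish TRPN1-YFP in HEK293 cells. Doses: one dose of 3 µM, 0.3% DMSO. Incubation: dye 1 h 37 °C plus 30 min RT. Measured by: intracellular calcium fluorescence with Fluo-8.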
Calpain2 inh = inhibitors of pig calpain II, primary screen, biochemical, fluorogenic peptide substrate, 1536-well; inhibition, % at 16 µM; purified calpain II, 30 min; 0.37% of 220,000 active;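 active = inhibition above about 50%, limit read from the data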
PERK inh = block of dimerizer-induced PERK translation repression, primary screen, PERK inhibitor project, CHO PERK-DD cells, SEAP luminescence, HTS; Eukaryotic translation initiation factor 2-alpha kinase 3 (Homo sapiens), Q9NZJ5; CHO PERK-DD fusion, SEAP luminescence translation reporter; inhibition, % at 5.6 µM; 0.17% of 220,000 active;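 active = inhibition above the mean inhibition of all tested compounds plus 3 SD, set separately per screening campaign, cut at about 2.9% in these data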;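 note: PERK kinase domain activated by AP20187 dimerizer at 100 nM; 0% = DMSO with dimerizer and 100% = rapamycin at 8.4 µM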
S1P4 antagonist = S1P4 receptor antagonists, primary screen, cell-based; Sphingosine 1-phosphate receptor 4 (Homo sapiens), O95977; S1P4-expressing cells, antagonist mode, reporter read-out; inhibition, % at 4.98 µM; 0.26% of 220,000 active; in the data active = inhibition above about 29%;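 note: 0% = wells stimulated with agonist and 100% = vehicle wells without agonist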
EP2 modulator = EP2 receptor modulators, cAMP readout, primary screen, cell-based, HTRF cAMP, PGE2 stimulation; Prostaglandin E2 receptor EP2 subtype (Homo sapiens), P43116; EP2-expressing cells, cAMP HTRF FRET, PGE2 co-stimulation; induction, % at 25 µM; 0.83% of 260,000 active; AID 940, 2007;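 active = compounds whose cAMP rise, as percent of the full-agonist control response, exceeds 60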;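 note: rat C6 glioma line stably carrying human EP2 under a CMV promoter; the protocol text gives 20 µM as final concentration; 100% = response of wells given 1 µM PGE2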
Target sequence (P43116 whole entry, looked up): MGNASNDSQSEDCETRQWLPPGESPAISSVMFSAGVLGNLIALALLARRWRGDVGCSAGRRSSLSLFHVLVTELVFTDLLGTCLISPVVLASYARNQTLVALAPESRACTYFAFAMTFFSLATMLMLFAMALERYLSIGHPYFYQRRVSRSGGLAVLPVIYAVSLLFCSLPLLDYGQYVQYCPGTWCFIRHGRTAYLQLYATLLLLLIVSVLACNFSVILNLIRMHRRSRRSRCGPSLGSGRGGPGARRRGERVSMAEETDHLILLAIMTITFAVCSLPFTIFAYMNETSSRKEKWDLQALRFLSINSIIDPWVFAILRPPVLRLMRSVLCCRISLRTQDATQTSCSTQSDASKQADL
* hit, by the source's call; . = no result given; & = joins results of further samples.

SMILES	TRPML3 agonist	Ba/F3 V617F tox	S1P4 agonist	BaF3 tox	zfTRPN1 agonist	Calpain2 inh	PERK inh	S1P4 antagonist	EP2 modulator
O=C(COC(=O)c1ccccc1Nc1cccc(C(F)(F)F)c1)NCc1ccco1	-0.3	1	-2.2	3	-0.4	-67	0.3	3	21
COc1ccc(Cl)cc1NC(=O)Cn1c(=O)n2nc(C)nc2c2ccccc21	1.5	2	0.1	3	1.0	-11	-0.1	-17	-2
CCc1nnc(NC(=O)NC(C)(C)C)s1	-0.1	-5	-0.4	-2	0.4	-9	1.0	-10	-11
O=c1c2ccccc2ncn1C1CCCCC1	1.2	-4	-0.3	3	0.7	-24	0.8	-14	10
O=C(Nc1ccccc1C(=O)Nc1nnc(C(F)(F)F)s1)c1ccccc1Cl	13*	2	-0.2	0	23*	20	0.8	-10	-16
OC(CCCN1CCCCC1)(c1ccccc1)c1ccccc1	0.8	-2	1.9	5	-2.0	-9	-1.2	-25	4
C=CCn1c2ccccc2c2nnc(SCN3C(=O)c4ccccc4C3=O)nc21	0.2	-4	1.4	0	-2.2	39	-0.5	-15	37
CCOc1ccc2ccccc2c1/C=N/NC(=O)CNC(=O)Cc1ccccc1	-0.3	-2	-1.8	4	-1.7	12	-0.3	-11	-41
Cc1nc(-c2cc(-c3nc(-c4ccc(C(C)(C)C)cc4)no3)no2)cs1	0.5	-3	1.9	0	1.4	-9	0.3	2	1
O=C(CSCc1c[nH]c(=O)[nH]c1=O)OCC(=O)c1ccc(Br)cc1	0.9	-1	4.4	5	-0.6	-29	0.2	-6	5
CC(C)Cc1ccc(C(C)C(=O)OCC(=O)c2c[nH]c3ccccc23)cc1 (configuration not stated)	6.9	2	-2.0	11	18	45	0.8	0	-53
COc1ccccc1C(=O)N(NC(=O)Oc1ccccc1)C(C)(C)C	0.3	0	-0.1	4	-1.4	-4	0.7	-10	6
CCOC(=O)C(C)Sc1cc(CS(=O)(=O)c2ccccc2)nc(-c2ccccc2)n1 (configuration not stated)	4.8	-3	-2.3	3	2.1	28	-0.1	-37	55
c1ccc(Cn2nnc3c(NCCN4CCOCC4)ncnc32)cc1	-0.3	-5	1.2	-3	0.5	18	-0.6	8	5&6
C=CCN1C(=O)CSC1=Nc1cccc(O)c1	0.5	3	0.6	4	1.1	30	0.9	0	9
Cc1ccc(CC(=O)Nc2cccc(C)n2)cc1	0.6	-2	1.6	0	-0.7	-23	0.1	-24	-3
CSc1ccc(C2c3[nH]c4ccccc4c3CCN2C(=O)c2ccnn2C)cc1 (configuration not stated)	0.2	2	-0.8	3	1.9	-18	-0.5	-11	-41
CCOc1ccc(S(=O)(=O)Nc2cc(OC)c(OC)cc2C(=O)O)cc1	0.7	3	-1.4	4	1.9	-26	0.7	-10	14
CCOC(=O)CSC1=NC(=O)/C(=C/c2ccc(OC)cc2)S1	0.3	-1	1.0	-1	0.0	-6	1.6	2	-77
COc1ccc(C)cc1NC(=O)COC(=O)c1c(C)noc1C	0.2	-3	1.6	2	2.7	-12	-0.9	-9	13
O=S(=O)(NN=C1CCCCC1)c1ccccc1	0.9	-4	0.6	0	-0.2	-7	1.1	5	12
CCOC(=O)N1CCC(NC(=O)c2ccc3c(c2)sc2nc(-c4ccc(OC)cc4)cn23)CC1	0.1	0	-0.5	27*	2.3	-222	-0.7	-10	5
COC(=O)Nc1ccc(S(=O)(=O)NCCCCCC(=O)O)cc1	1.6	-1	2.0	5	0.4	-23	0.5	-1	23
COc1ccccc1/C=C/C(=O)Nc1nc(N)n(-c2ccccc2)n1	1.1	-5	0.0	-7	-1.1	19	1.3	12	-26
CC(C)c1ccc(NC(=O)CNCC(c2ccccc2)N(C)C)cc1 (configuration not stated)	0.6	-1	0.6	4	0.3	-5	0.7	2	-26

Going on with the list:
SMILES	TRPML3 agonist	Ba/F3 V617F tox	S1P4 agonist	BaF3 tox	zfTRPN1 agonist	Calpain2 inh	PERK inh	S1P4 antagonist	EP2 modulator
Cc1cccc(Nc2c(-c3ccc(N4CCOCC4)cc3)nc3ncccn23)c1	0.8	0	-2.9	4	-0.3	-6	-1.0	25	-48
CCNc1nc(NCC)n2c(SCC(=O)NC34CC5CC(CC(C5)C3)C4)nnc2n1	0.1	-1	-2.1	3	2.6	-13	0.5	-7	-2
O=C(CN1CCN(C(=O)c2ccco2)CC1)Nc1ccc2c(c1)OCCO2	-0.1	3	0.8	7	-0.7	4	0.9	1	-5
CCCc1cc(=O)[nH]c(SCC(=O)c2cc(C)n(CCC)c2C)n1	-0.5	3	1.4	3	1.4	-6	-0.6	-7	-5
CC(C)NCC(O)COc1ccc2c(c1)CCC2 (configuration not stated)	0.4	1	-0.5	6	1.9	-2	0.1	-2	-18
Cn1c(-c2ccco2)n[nH]c1=S	0.9	0	-0.4	4	1.0	6	0.2	3	9
Cc1ccc(C(=O)COC(=O)C2CC(=O)N(c3nc(-c4ccccc4)cs3)C2)cc1 (configuration not stated)	0.6	-2	-0.5	4	1.2	37	0.9	7	3
COc1ccc2[nH]c(=O)c(CN(C(C)=O)C3CCCCC3)cc2c1	0.2	-5	1.9	-1	1.5	-188	0.6	-6	-10
Cc1ccc(-c2noc(CNCCCN(C)C)n2)cc1	0.7	0	1.2	4	0.5	-41	0.3	-3	-10
CN(C(=O)c1ccc(S(=O)(=O)N2CCCC2)cc1)C1CCCCC1	0.6	0	1.6	2	1.5	-21	-0.2	0	9
CCOc1ccc(-n2nnnc2SCC(=O)NNC(=O)c2ccco2)cc1	-0.3	7	1.8	6	0.5	15	-0.3	3	-17&-10
CC(C)Cn1c(-c2ccco2)n[nH]c1=S	1.1	-3	-2.2	0	0.4	-2	0.6	10	10
COCCNS(=O)(=O)c1ccc(F)c(OC)c1	0.5	-2	1.6	2	1.4	-26	1.7	3	27
O=C(O)c1cn(-c2ccccc2)nc1-c1ccc(Cl)cc1	0.1	1	3.9	5	4.1	.	0.8	0	.
Clc1ccc(N=c2ssnc2Cl)cc1	2.2	-3	-3.0	1	2.9	-3	0.0	-31	-68
O=C(NCCCN1CCCC1)[C@H](CSCc1ccccc1)N1Cc2ccccc2C1=O	0.3	-4	-0.4	-2	0.2	-14	-1.7	10	-17
CC(=O)c1c(C)n(-c2ccccc2)c2ccc(OCC(N)=O)cc12	1.2	-2	-0.6	4	-1.2	-3	0.2	-10	-14
COc1ccc(S(N)(=O)=O)cc1C(=O)NCCCN1CCN(c2ccccc2OC)CC1	0.2	-1	0.8	0	-0.6	-4	0.2	-11	27
CC(C)Cc1nc2sc3c(c2c(=O)n1N)CC(C(C)C)OC3 (configuration not stated)	0.9	-3	0.6	-2	1.2	7	0.3	3	-12
O=C(CSc1nnc(Cn2cnc3ccccc32)o1)c1ccccc1	2.1	3	1.6	12	6.9	-1	-0.6	-10	-11
CCCS(=O)(=O)N1CCC(C(=O)N2CCc3ccccc3C2)CC1	0.1	-4	-1.6	-1	-0.1	12	0.5	-4	-18
CC(Sc1nc2ccccc2[nH]1)C(=O)O (configuration not stated)	1.3	-3	-3.5	2	-0.6	-21	0.1	-12	37
COCCNC(=O)CCCCCn1c(=S)[nH]c2ccccc2c1=O	-0.1	-3	-1.4	4	0.7	-13	1.2	6	10
COc1cccc(C2/C(=C(\O)c3ccc(OC)c(OC)c3)C(=O)C(=O)N2c2cc(C)on2)c1 (configuration not stated)	-0.1	-5	2.0	-3	0.2	11	0.9	-8	38
CC(C)OCCCNc1ncnc2c1[nH]c1ccccc12	3.3	40*	0.0	52*	7.0	-25	-0.9	-13	-91

(further entries)
SMILES	TRPML3 agonist	Ba/F3 V617F tox	S1P4 agonist	BaF3 tox	zfTRPN1 agonist	Calpain2 inh	PERK inh	S1P4 antagonist	EP2 modulator
COC(CNc1cc(=O)oc2ccccc12)OC	0.2	2	0.9	1	15	3	-0.5	-6	17
CSC1CCCCC1(O)CSc1nc2c(cc1C#N)CCCC2 (configuration not stated)	-0.3	-1	0.9	8	-1.1	-13	-0.4	-19	40
Nc1cccnc1Sc1cccc(Cl)c1	-0.9	-1	2.1	1	-1.8	-41	0.6	-13	16
CCNC(=O)CC1C(=O)N(c2ccccc2)C(=O)N1CCC(C)C (configuration not stated)	0.8	-2	-1.5	0	0.3	-1	-1.4	0	-23
O=C(CSc1ccc(-c2ccco2)nn1)NCCc1ccccc1	-0.5	1	1.5	5	0.1	-56	0.9	10	-2
Cc1cc(C)nc(NC(=O)c2ccc(C)c([N+](=O)[O-])c2)n1	0.7	-1	2.6	2	0.5	4	0.8	-21	13
O=C(C[n+]1ccccc1)N/N=C/c1cccs1	0.7	0	2.1	5	0.5	26	0.5	-4	11
CCc1ccc(S(=O)(=O)NC(=S)Nc2ccccc2)cc1	-0.1	3	-1.1	6	-0.7	-1	1.0	5	9
COc1cc(CNC(C)(C)C)ccc1OCC(=O)NC(C)(C)C	0.6	0	-0.6	7	2.2	8	1.4	-1	20
CSc1nnc(SCC2=NNC(=O)SC2)s1	0.9	-2	1.1	2	-0.7	-17	1.4	-18	27
O=C(NCCO)C1COc2ccccc2O1 (configuration not stated)	0.9	-3	1.6	-2	-0.3	-18	0.7	-15	28
COc1ccc(-c2cc(C(F)(F)F)nc(N3CCN(Cc4ccccc4)CC3)n2)cc1OC	0.8	-1	0.1	6	0.2	-2	-0.3	-13	47
O=C(Nc1ccccc1)N1CCN(Cc2ccc(Cl)cc2)CC1	1.4	-2	-2.5	0	1.1	8	0.6	0	-29
Cc1nc2sc3c(c2c(=O)[nH]1)CCCC3	0.4	2	-0.5	-1	1.4	14	0.0	14	-22&-26
N#CC(C#N)=Cc1cc2ccccc2nc1N1CCOCC1	1.6	0	1.0	2	3.1	-30	0.4	-31	-6
O=C(NNC(=O)c1cccnc1SCc1cccc([N+](=O)[O-])c1)c1cccnc1	0.9	2	-0.2	3	1.2	-5	0.0	-5	10
N=C(CC1CC(=O)NC(=O)C1)C1=C(O)CCCC1=O	1.2	-1	2.2	8	-0.6	17	0.8	-7	7
N#Cc1c(NC(=O)CSc2nc(-c3ccco3)cc(C(F)(F)F)n2)sc2c1CCCC2	0.2	2	-0.2	2	0.0	-10	0.1	-1	21

At a glance, 4 of the compounds above:
SMILES	TRPML3 agonist	Ba/F3 V617F tox	S1P4 agonist	BaF3 tox	zfTRPN1 agonist	Calpain2 inh	PERK inh	S1P4 antagonist	EP2 modulator
COC(CNc1cc(=O)oc2ccccc12)OC	0.2	2	0.9	1	15	3	-0.5	-6	17
CSC1CCCCC1(O)CSc1nc2c(cc1C#N)CCCC2 (configuration not stated)	-0.3	-1	0.9	8	-1.1	-13	-0.4	-19	40
Nc1cccnc1Sc1cccc(Cl)c1	-0.9	-1	2.1	1	-1.8	-41	0.6	-13	16
CCNC(=O)CC1C(=O)N(c2ccccc2)C(=O)N1CCC(C)C (configuration not stated)	0.8	-2	-1.5	0	0.3	-1	-1.4	0	-23

Screens: PubChem, several laboratories
